Screens deposited in PubChem by NCI.
NCI-60 one-dose screen, 48 h, at 10 µM unless noted. Numbers give growth in % (100 = growth as untreated, 0 = no growth, -100 = all killed).
MDA-MB-435: MDA-MB-435 melanoma; 7.8% of 82,000 active; AID 1794794
MDA-MB-231: MDA-MB-231 breast cancer | 5% of 81,000 active | AID 1794789
MCF7: MCF7 breast cancer | 6.3% of 82,000 active
SR: SR leukemia cells; 8.7% of 73,000 active; AID 1794780
MOLT-4: MOLT-4 leukemia cells | AID 1794779 | 6.9% of 80,000 active
MDA-MB-468: MDA-MB-468 breast cancer; AID 2202374; 8.5% of 78,000 active
K-562: K-562 leukemia; 7.4% of 78,000 active
BT-549: BT-549 breast cancer; 4.4% of 78,000 active
* = called active by the depositor; . = no result given; & = joins results of further samples; [ ] = another dose, or the depositor's remark. Rule for the calls: active = growth percent below 10; inactive = the rest.

SMILES	MDA-MB-435	MDA-MB-231	MCF7	SR	MOLT-4	MDA-MB-468	K-562	BT-549
COc1ccc(C/C(C)=C(/c2ccc(OCCN3CCCCCC3)cc2)c2ccc(OC(=O)c3ccccc3)cc2)cc1	104	104	61	71	77	111	90	106
O=C(Oc1ccc(Cc2ccccc2)cc1)Oc1ccc(Cc2ccccc2)cc1	104	111	106	117	94	87	108	.
CN(Cc1ccc(Nc2ccccc2)cc1)C1CCCCC1	105	100	108	89	96	115	99	.
COc1ccc(/C=N/C2=C(C#N)C(c3ccccc3)c3c(ccc4ccccc34)O2)cc1 (centres undefined)	-59*	33	15	17	27	-3.9*	8.2*	36
Cc1cc(=O)oc2cc(OCC(O)CNN3C(=O)c4cccc5c(N6CCN(c7ccccc7)CC6)ccc(c45)C3=O)ccc12 (centres undefined)	103	105	94	91	90	106	93	112
COc1cc(CNC(=O)CCCC/C=C/C(C)C)ccc1OCc1nnc(Nc2ccccc2F)o1	100	64	67	67	82	59	60	77
CCN(CC)C(=O)NCCCCCCNC(=O)N(CC)CC	103[100 µM]	93[100 µM]	100[100 µM]	109[100 µM]	112[100 µM]	103[100 µM]	97[100 µM]	103[100 µM]
O=C(NCn1c(=O)[nH]c2ccccc2c1=O)Nc1ccccc1	101	92	95	.	.	101	.	136
Cc1ccc(NC(=O)c2sc3nc(C)c(C(=O)c4ccc(C(F)(F)F)cc4)cc3c2N)cc1	105	103	96	99	106	115	104	105
CCCCCCCCCCCCNC(=S)N/N=C/c1c(O)ccc2ccccc12	94	100	83	91	85	94	102	120
C=CCOC(=O)CC	108	103	96	97	109	98	109	104
Cc1ccc(C2CC(c3cccc(Nc4ccncc4)c3)=NN2c2ccc(Cl)cc2)cc1 (centres undefined)	-85*	-86*	-73*	-12*	-33*	-71*	-19*	97
COc1ccc(/C=C2/C=C(c3ccccc3)OC2=O)cc1OC	106	109	94	95	106	.	107	99
CC(C)(C)c1cc(NC(=O)Cc2ccc(Nc3ncnc4[nH]ccc34)cc2)no1	64	73	68	.	70	66	49	76
COc1ccc(OC)c(NC(=O)c2cc(S(=O)(=O)N3CCc4ccccc43)ccc2OC)c1	96	72	113	.	106	.	103	104
Cc1cc(-c2ccccc2)nn1-c1nc(Nc2ccccc2)nc(Nc2ccc(S(N)(=O)=O)cc2)n1	70	77	51	69	44	69	52	82
N/N=C(/C(=O)c1ccccc1)c1ccccc1	108&99	114	102&101	93&108	84&114	116&92	100&127	97
O=C1CC(c2ccc3c(c2)OCO3)c2snc(C(=O)O)c2N1 (centres undefined)	104	99	102	.	109	96	106	103
O=C(CCNc1ccc2c(c1)C(=O)c1ccccc1C2=O)Nc1ccc2c(c1)C(=O)c1ccccc1C2=O	99	99	75	73	82	92	99	102
Cc1[nH]nc2c1C(c1cc(=O)oc3c1ccc1ccccc13)C(C#N)=C(N)O2 (centres undefined)	92	83	81	53	75	78	78	76
COc1ccc2[nH]cc(-c3nnc(N)nc3-c3c[nH]c4ncc(Br)cc34)c2c1	102	73	62	68	71	80	74	93
C[N+](C)(CCO)C(c1ccccc1)c1ccccc1	100	102	102	110	103	78	106	92
C[N+](C)(C)/C=C/c1ccccc1	113	99	102	100	129	109	105	105
Cc1nc(N)sc1C(=O)/C=C/c1ccc(F)cc1	92	87	80	76	73	86	97	83
O=C(NC[C@H]1OC(O)[C@H](O)[C@@H](O)[C@@H]1O)C(Cl)Cl (some centres undefined)	98	109	94	93	98	91	99	103
COc1cc2c(c(OC)c1OC)OC1(OC(=O)c3ccccc31)OC2=O (centres undefined)	101	105	90	98	100	104	103	102
O=c1c(Nc2ccccc2)c(Nc2ccccc2)c1=O	103	105	88	114	102	78	99	106
COc1ccc(C2C=C(c3ccc(NCc4nccc(OCC(F)(F)F)c4C)cc3)NC(N)=N2)cc1OC (centres undefined)	91	95	84	55	62	71	60	73
CCOC(=O)/C(O)=C(\C#N)c1ccc(C)cc1	109	99	94	.	94	112	92	79
Cc1ccc(-c2cc(C(F)(F)F)nn2-c2ccc(S(N)(=O)=O)cc2)cc1	101	95	.	.	78	81	94	95
COc1cc(/C=C/C(=O)c2cc(C(=O)c3ccc(Br)cc3)n3ccc(C)cc23)cc(OC)c1OC	88	70	88	90	86	51	91	61
COC(=O)c1ccc(=O)oc1	106	98	100	89	94	105	87	104
C[C@]12CCC(=O)C=C1CC[C@H]1[C@@H]3CC[C@@]4(OCC4=O)[C@@]3(C)C[C@H](O)[C@@]12F	107	112	96	74	82	115	88	98
OC1(C2(O)c3ccccc3Oc3ccccc32)c2ccccc2Oc2ccccc21	107	110	94	117	87	88	133	98
NS(=O)(=O)c1ccc(-n2nc(-c3ccccc3)ccc2=O)cc1	113	108	96	84	96	104	89	123
c1ccc2[nH]c(-c3cscn3)nc2c1	114	103	116	108	95	116	105	97
CC(=O)Nc1nccs1	106	103	91	111	103	107	110	112
CSc1nc2n(c(=O)c1C#N)-c1ccccc1Sc1ccccc1-2	105	78	87	86	82	100	82	97
O/N=C/c1ccc(O)cc1	95	96	97	92	109	98	84	98
COc1ccc(-c2nn(CC(=O)N3CCCCC3)c3ncnc(N)c23)cc1	93	91	88	105	98	94	100	79
CCCc1nn(C)c2c(=O)[nH]c(-c3cc(S(=O)(=O)N4CCN(C)CC4)ccc3OCC)nc12	100	91	.	.	95	110	98	95
O=C(O)/C=C\C(=O)NCC1CCC(CNC(=O)/C=C\C(=O)O)CC1 (centres undefined)	97	109	95	92	98	.	109	110
CCCc1nnc(NS(=O)(=O)c2ccc(C)cc2)o1	118	95	103	101	101	110	101	101
O=C1NC(=S)NC(=O)C1=Cc1ccccc1C(=O)O	103	.	120	98	109	104	117	112
Cc1cc2cn3c4cccnc4[nH]c(=O)c3c2cc1C	-21*	40	-37*	.	18	37	.	73
O=C(Nn1c2c(sc1=Nc1ccccc1)C(=O)c1ccccc1C2=O)c1cc2ccc1CCc1ccc(cc1)CC2	-72*	40	46	61	83	105	78	68
CCCC(=O)NC(c1cccnc1)c1cc(Cl)c2cccnc2c1O (centres undefined)	38	45	13	40	30	30	20	69
c1cncc(-c2csc(-c3c[nH]c4ncccc34)n2)c1	76	63	75	61	84	83	102	76

Just MCF7 and MDA-MB-231, for 3 of the compounds above:
SMILES,MCF7,MDA-MB-231
CCCCCCCCCCCCNC(=S)N/N=C/c1c(O)ccc2ccccc12,83,100
C=CCOC(=O)CC,96,103
Cc1ccc(C2CC(c3cccc(Nc4ccncc4)c3)=NN2c2ccc(Cl)cc2)cc1 (centres undefined),-73*,-86*

The results go on.
SMILES	MDA-MB-435	MDA-MB-231	MCF7	SR	MOLT-4	MDA-MB-468	K-562	BT-549
CC(=O)c1nc(Nc2ccc(F)cc2)sc1C	101	103	94	.	99	103	86	104
CCCCCC[n+]1cccc(C(N)=O)c1	109	106	98	104	.	109	105	97
CCOC(=O)c1cn2c3c(cc(F)cc3c1=O)C(CC)c1ccccc1C2 (centres undefined)	94	104	90	66	66	99	78	97
C=CC/C=C(\C#N)CC=C	110	104	99	80	81	104	110	106
BrC1(Br)CC1c1ccccc1 (centres undefined)	98	114	94	48	99	86	107	82
Clc1ccc(-c2cn(-c3ccccc3)c(-c3ccccc3)n2)cc1	88	99	9.7*	-20*	7.7*	.	18	63
O=C1CCC2(c3ccccc3)N1CCc1cncn12 (centres undefined)	101	111	93	115	101	100	101	105
C=C(C)[C@@H]1CC[C@]2(C(=O)NCC#CCN3CCN(C)CC3)CC[C@]3(C)[C@H](CC[C@@H]4[C@@](C)(CCC#N)[C@H](C(=C)C)CC[C@]43C)[C@@H]12	55	42	50	-12*	11	19	2.0*	79
C=CCOC(=O)c1ccc(C)cc1	105	103	96	99	98	106	100	.
CCN(CC)c1ccc2nc3ccc(N=Nc4ccc(O)cc4)cc3[n+](-c3ccccc3)c2c1	49	21	-14*	49	18	-61*	18	.
CCCCCCC1C/C(=C/N(C)C)C(=O)O1 (centres undefined)	96	118	100	99	92	.	93	100
O=C(NCc1ccccc1)C1=NCCCCN1	103	109	96	106	105	99	105	101
O=C(CCN1CCCC1)c1ccc([N+](=O)[O-])cc1	107	102	88	98	113	85	100	.
Cc1c(-c2csc(-n3nc(-c4ccccc4)cc3-c3ccccc3)n2)no[n+]1[O-]	100	90	83	105	103	104	103	101
CCCC(O)(c1ccccc1)c1ccccc1	117	79	106	107	114	106	122	106
O=c1c2ccccc2nc(SCCN2CCOCC2)n1CCc1ccccc1	103	102	86	.	.	106	.	113
CC(=O)OCC1OC(n2cnc3c(=S)nc(N)[nH]c32)C(OC(C)=O)C1OC(C)=O (centres undefined)	99	64	61	13	2.4*	68	.	79
O=C1c2c(Cl)ccc([N+](=O)[O-])c2C(=O)c2c(Cl)ccc([N+](=O)[O-])c21	102	99	71	75	65	99	77	.
Nc1ccc(C(=O)O)c(C(=O)O)c1	104	103	91	102	100	98	101	98
NC(=O)CS(=O)c1oc(-c2ccco2)nc1S(=O)(=O)c1ccc(F)cc1 (centres undefined)	94	93	88	81	84	72	82	91
CC(C)(C)n1cc(-c2ccnc(NCCCNS(=O)(=O)c3ccc(Cl)cc3)c2)c(-c2cccc(F)c2)n1	86	82	60	33	55	48	25	75
Cc1ccc2ncc(C)c(=O)n2c1	115	101	98	101	101	104	96	99
O=C(Cc1ccc([N+](=O)[O-])cc1)OCC#CCOC(=O)Cc1ccc([N+](=O)[O-])cc1	105	98	100	96	105	97	104	97
COc1ccc2c(c1)N(CCO)C1=C(C(=O)CC(C)(C)C1)C2c1ccccc1 (centres undefined)	100	111	91	104	98	96	97	101

Single records (already shown). Order of values: MDA-MB-435, MDA-MB-231, MCF7, SR, MOLT-4, MDA-MB-468, K-562, BT-549
Record of Nc1ccc(C(=O)O)c(C(=O)O)c1 = 104, 103, 91, 102, 100, 98, 101, 98
Record of NC(=O)CS(=O)c1oc(-c2ccco2)nc1S(=O)(=O)c1ccc(F)cc1 (centres undefined) = 94, 93, 88, 81, 84, 72, 82, 91
Record of O=c1c2ccccc2nc(SCCN2CCOCC2)n1CCc1ccccc1 = 103, 102, 86, ., ., 106, ., 113
Record of Cc1c(-c2csc(-n3nc(-c4ccccc4)cc3-c3ccccc3)n2)no[n+]1[O-] = 100, 90, 83, 105, 103, 104, 103, 101
Record of CC(C)(C)n1cc(-c2ccnc(NCCCNS(=O)(=O)c3ccc(Cl)cc3)c2)c(-c2cccc(F)c2)n1 = 86, 82, 60, 33, 55, 48, 25, 75

Other structures follow:
SMILES	MDA-MB-435	MDA-MB-231	MCF7	SR	MOLT-4	MDA-MB-468	K-562	BT-549
Cc1ccc(C2NCc3c(nc4c(c(C)nn4-c4ccccc4)c3-c3ccc(Cl)cc3)N2)cc1 (centres undefined)	100	94	88	94	.	95	99	85
N#CC1(C#N)C2c3ccccc3C(c3ccccc32)C1(C#N)C#N	104	106	83	88	75	108	25	100
CC(=O)c1ccc(N2C(=O)c3ccc(Oc4ccccc4)cc3C2=O)cc1	96	113	101	119	115	105	119	99
Cc1[nH]c(-c2nc3ccccc3[nH]2)c(C)c1C(=O)NCC(F)(F)F	102	97	94	99	104	115	99	103
Cc1nc(Nc2ccc(NC(=O)Nc3ccc(Cl)cc3)cc2)c2ccccc2n1	107	117	90	112	102	110	101	95
